Tb PYK inh = inhibitors of Trypanosoma brucei pyruvate kinase | Potency, µM (series often up to 76.8 µM), for the others: at the highest dose activity, negative = inhibition, hits mostly inhibitors | Q57TT1 | TbPYK enzyme, Kinase-Glo Plus ATP luminescence, 45 min | 410,000 compounds, 0.12% hits; also: nearly all actives have a fitted effect of over 50% in size
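In this concentration-response screen, enzyme-free wells defined baseline while DMSO plates tracked drift. Each reaction combined TbPYK, substrate, compound and 130 uM ADP for 45 min at room temperature. Kinase-Glo Plus luminescence gave the signal.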
Pf growth 48h = inhibits P. falciparum growth in the first generation, 48 h. P. falciparum luciferase growth in erythrocytes, 48 h. Potency, µM (series often up to 28.7 µM), for inactives: at the highest dose activity change, negative = inhibition, actives largely listed as inhibitors. 310,000 compounds, 5.9% hits. AID 504832
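Cell-based growth assay: transgenic P. falciparum expressing firefly luciferase, cultured in red cells within RPMI 1640 containing 0.5% w/v Albumax, 24 mM bicarbonate and gentamycin. A drop in luciferase activity indicates inhibition.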
Pf growth 96h = P. falciparum growth inhibition at 96 hour, primary screen for plastid delayed-death inhibitors; P. falciparum luciferase reporter growth, 96 h; Potency, µM (doses to about 28.7 µM), without a hit: at the highest dose activity change, negative = inhibition, hits mostly inhibitors; 320,000 compounds, 6.9% hits
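Compounds incubated with erythrocytes infected by luciferase-expressing P. falciparum (2% hematocrit, 0.05% parasitemia final) for 96 hours, 37 C in 5% CO2. Growth inhibition scored as decreased luciferase luminescence.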
LmPK inh = blocks Leishmania mexicana pyruvate kinase activity; Potency, µM (top dose mostly 57.5 µM), for the others: at the highest dose activity change, negative = inhibition, hits mostly inhibitors; purified LmPK, Kinase-Glo ATP luminescence, 1 h; 290,000 compounds, 0.37% hits; Q27686
Target sequence (Q27686 whole entry, looked up): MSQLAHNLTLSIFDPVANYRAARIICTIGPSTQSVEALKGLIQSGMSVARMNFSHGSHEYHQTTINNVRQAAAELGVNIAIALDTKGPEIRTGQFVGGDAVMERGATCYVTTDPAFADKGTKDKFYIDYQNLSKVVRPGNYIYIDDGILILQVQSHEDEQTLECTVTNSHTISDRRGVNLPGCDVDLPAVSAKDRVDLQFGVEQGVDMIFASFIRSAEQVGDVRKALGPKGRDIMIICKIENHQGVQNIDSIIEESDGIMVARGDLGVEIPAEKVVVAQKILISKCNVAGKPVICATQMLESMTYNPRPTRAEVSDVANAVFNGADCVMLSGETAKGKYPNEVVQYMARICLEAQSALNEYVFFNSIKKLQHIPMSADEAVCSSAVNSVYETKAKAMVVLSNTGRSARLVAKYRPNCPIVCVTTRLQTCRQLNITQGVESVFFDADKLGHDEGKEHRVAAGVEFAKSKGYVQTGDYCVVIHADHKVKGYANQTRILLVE
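Screened at intermediate enzyme activity to detect both inhibitors and activators: LmPK at 0.1 nM, with a 0.5 nM enzyme column as activation reference. PEP 0.5 mM, ADP 0.1 mM; ATP detected by luminescence after 1 h.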
Sm TGR inh = inhibitors of Schistosoma mansoni thioredoxin glutathione reductase; Q962Y6; purified TGR, DTNB reduction, TNB absorbance 405 nm; Potency, µM (titrated, usually from 114 µM), for the others: at the top dose activity change, negative = inhibition, most hits filed as inhibitors; 360,000 compounds, 3% hits; also: nearly all actives have a fitted effect of over 60% in size
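TGR 20 nM + NADPH 100 uM (dispensed conc.), cpd preinc 15 min RT; start with NADPH (500 uM addition) then DTNB (15 mM addition). Kinetic TNB absorbance, 405 nm filter. Four-parameter Hill fit across titration.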
HCV inhibitor = inhibitors of hepatitis C virus infection. Huh7.5.1 HCVcc-Cre infection, luciferase reporter, 44 h. Potency, µM (highest dose often 41.8 µM), inactives show at the highest dose activity change, negative = inhibition, most hits filed as inhibitors. 340,000 compounds, 3.4% hits
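Compounds are dispensed onto cells plated 4 h earlier at 1,000 per well, with HCVcc-Cre virus (about 0.5 moi) added next. Following 44 h of culture, luminescent signal is measured for 15 sec after 15 min with substrate at room temperature.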
* marks the source's active call; other numbers are inactive results; ? = inconclusive; / = no result given; & = joins results of further samples; [ ] = dose if it differs, or a comment. Calls follow the shape of the dose curve; as a rule, active = well fitted curve in the direction sought with a large enough effect; inconclusive = small, poorly fitted or top-dose-only effect, or another doubt; inactive = no such curve, though single readings can be large; an effect the other way counts as inactive or inconclusive. % is scaled to controls: 0 for no effect and ±100 for the full control effect; potency is read from the fitted curve at half-maximal effect.

SMILES	Tb PYK inh	Pf growth 48h	Pf growth 96h	LmPK inh	Sm TGR inh	HCV inhibitor
COC(=O)[C@H]1C2CCC(C(=O)OC)(CC2)[C@H]1C(=O)OC	-3%	-2%	7%[5.75 µM]	4%	-5%	14%
Cc1cc([N+](=O)[O-])nn1CC(=O)N(C)Cc1ccccc1	2%	-1%	?	-2%	8%	-1%
COC(=O)c1sc(NC(=O)CSc2nnnn2C)nc1C	0%	57%[activator]	?	2%	4%	-12%
O=c1c[n+]([O-])c2ccccc2n1OCc1ccccn1	5%	17%	1%	-1%	4%	-12%
CN(C)CCCN(C(=O)C1=COCCO1)c1nc2ccc(Br)cc2s1	-9%	?	?	-2%	-34%	13µM*
CCOC(=O)COc1coc(CN2CCN(c3ccccc3)CC2)cc1=O	-1%	10%	?	-20%	-9%	17%
O=C(Cc1ccc(Cl)cc1)NNC1CC(=O)N(c2ccc3ccccc3c2)C1=O (stereo unspecified)	3%	14%	16%	8%	11%	5%
CCCc1nn(C)c2c(=O)[nH]c(-c3cc(S(=O)(=O)N4CCN(C)CC4)ccc3OCC)nc12	-5%&-1%	?	?	-7%	-2%	-10%
CSc1nnc2c(n1)OC=Nc1ccccc1-2	-3%	6%	35%[activator]	-11%	-5%	25%
CCOC(=O)C1Cc2ccccc2C(=O)O1 (stereo unspecified)	-20%	22%	-14%	-3%	6%	25%
Cc1nnc(NC(=O)C2CCCC2)s1	-7%	14%	40%[activator]	-10%	-9%	3%
Cc1occc1C(=O)NNC(=O)Nc1ccc([N+](=O)[O-])cc1	-3%	-15%	?	-6%	-1%	17%
COc1ccc(C(CNC(=O)c2cc(=O)[nH]c3ccccc23)N2CCCC2)cc1 (stereo unspecified)	-12%	7%	9%	-1%	-2%	13%
O=C(COC(=O)c1cccs1)Nc1ccc(S(=O)(=O)N2CCOCC2)cc1	2%	11%	11%	-3%	2%	13%
COc1ccc(C(=O)N/C(=C\c2cn(C)c3ccccc23)C(=O)NCCCn2ccnc2)cc1OC	-2%	?	?	1%	-23%	4%
Cc1ccc2c(c1)c1c(n2CC2COC(C)(C)O2)C(=O)CCC1 (stereo unspecified)	-8%	-22%	-23%	-5%	8%	-11%
CCN(CC)S(=O)(=O)c1ccc(NC(=O)c2cccc3c2C(=O)N(CCOC)C3)cc1	4%	-12%	73%[activator]	3%	0%	-3%&3%
Cc1ccc(C)c(S(=O)(=O)Nc2ccc(C(=O)N3CC(C)OC(C)C3)cc2)c1 (stereo unspecified)	7%	-18%	11%	/	0%	-26%
CCCc1ccc2oc(C(=O)N(C)Cc3nccs3)c(C)c2c1	-5%	-18%	?	-3%	6%	-29%
Cc1ccc(C(=O)NCCN2C3=NC[C@@H](Cc4ccccc4)N3C[C@H]2Cc2ccc(O)cc2)cc1Br	2%	9.3µM*	?	5%	-16%	-9%
Cc1ccc(C)c(NC(=O)Nc2ccc3c(c2)OCO3)c1	3%	169%[activator]	51%[activator]	0%	5%	-12%
CC(=O)C1C(c2ccc(F)cc2)c2c(noc2C)CC1(C)O (stereo unspecified)	4%	7%	12%	0%	-1%	5%
CCOC(=O)C1(S(=O)(=O)c2ccccc2)CCN(Cc2ccccc2)CC1	0%	?	-1%	5%	-26%	18%
CCOCCCNC(=O)CSCc1nc(-c2ccc(SC)cc2)oc1C	1%	-3%	-29%	-3%	-16%	?
CCc1nc(NCCC(C)C)c(C#N)c2c1CCCC2	11%	/	-15%	1%	10%	-6%
CC1=NNC(=O)/C1=C\c1cn(-c2ccccc2)nc1-c1ccc(F)cc1	0%	5.2µM*	54%[activator]	-2%	-2%	4.5µM*
CCC(=O)Nc1nc(C)cc(SCC(=O)OC)n1	-4%	8%	/	4%	5%	-1%
O=C(c1ccccc1)N(Cc1ccco1)C1CCS(=O)(=O)C1 (stereo unspecified)	/	8%	16%	1%	0%	4%
O=C(CC1C(=O)NCCN1Cc1ccccc1)NC1CCCCCC1 (stereo unspecified)	0%	-27%	-2%	-1%	-34%	12%
CC1=C(C(=O)OC2CCCCC2)C(c2ccc(F)cc2)NC(=O)N1 (stereo unspecified)	1%	4%	9.3µM*	2%	8%	-9%
Cn1nc(C(F)(F)F)c(/C=N/OC(=O)c2ccccc2)c1Cl	-2%	23%	57%[activator]	-6%	-17%	3%
O=S(=O)(c1ccc(F)cc1)N1CCN(c2ccccn2)CC1	6%	7%	0%	-8%	-9%	15%
CNNC(=S)Nc1cccc(SC)c1	-9%	?	?	2%	-15%	-3%
CCC(C(=O)Nc1sc(C(N)=O)c(C)c1C(=O)OC)c1ccccc1 (stereo unspecified)	0%	-30%	?	16%	0%	-36%
CC(Oc1ccc(F)cc1)C(=O)N(CCC1=CCCCC1)c1c(N)n(Cc2ccccc2)c(=O)[nH]c1=O (stereo unspecified)	-7%	?	9.3µM*	/	2%	?
Cc1sc2ncnc(N3CCOCC3)c2c1C	0%	7%	/	0%	8%	-17%
Cc1nc(-n2[nH]c3c(c2=O)CCCC3)[nH]c(=O)c1Cc1ccccc1	-7%	?	?	5%	-31%	7.1µM*
C=CCn1c(SCC(=O)Nc2nc3ccccc3s2)nnc1-c1ccccc1O	-2%	?	?	2%	-4%	?
COc1ccc(CC/C(C)=N\NC(N)=O)cc1	-2%	1%	7%	0%	5%	18%
Cc1ccc(/C=N/n2c(-c3cccs3)n[nH]c2=S)cc1	?	42%[activator]	3%	-15%	15%	-3%
CCCC12CN3CC(CCC)(CN(C1)C3C(O)C(O)C(O)CO)C2=O (stereo unspecified)	1%	30%	5%	-5%	1%	14%
CN(C)S(=O)(=O)N1CCN(S(=O)(=O)c2ccc3ccccc3c2)CC1	-4%	/	?	3%	-23%	14%
O=C(NCc1ccc(F)cc1)C(c1ccco1)N(C(=O)c1csnn1)C1CC1 (stereo unspecified)	-5%	4%	19%	0%	5%	-2%
CCOc1ccc(-n2cnc3sc4c(c3c2=O)CCCC4)cc1	-3%	11%	19%	1%	-24%	?
Cc1ccc(S(=O)(=O)Oc2cccc(N3C(=O)C4CC=CCC4C3=O)c2)cc1 (stereo unspecified)	-1%	?	?	0%	-14%	2%
C=CCN1C(=O)C2(OCCCO2)c2c(C)ccc(C)c21	-5%	1%	-18%	-5%	0%	-2%
COc1ccccc1NC(=O)N1CCN(c2ccccc2F)CC1	4%	2%	15%	0%	16%	10%
COc1cc2c(cc1OC)C1=C(C#N)CC/C(=N\S(=O)(=O)c3cccc(Cl)c3)N1CC2	0%	32%[activator]	?	0%	1%	-6%
FC(F)(F)c1cc(-c2ccco2)nc(NCc2ccc(Cl)cc2)n1	-10%	/	?	1%	-14%	?
CCOC(=O)c1c(C)nc(-c2ccccc2)nc1NC(C)=O	-4%	134%[activator]	?	4%	-26%	-24%
O=C(CNC(=O)c1ccc(Br)o1)OCc1ccc(Br)cc1	5%	-9%	-9%	/	0%	1%
CCCCCN1CC(=O)N2[C@@H](Cc3c([nH]c4ccccc34)C2(C)C)C1=O	3%	?	?	-7%	-23%	-3%
CC1CC(C)CN(C(=O)Cn2c(=O)n(CCCCC(=O)NCc3ccco3)c(=O)c3ccccc32)C1 (stereo unspecified)	-12%	?	?	0%	-1%	2%&19%
COc1ccccc1OCCC(=O)OCC(=O)Nc1ccc(Br)cc1F	2%	14%	25%	3%	-16%	6%
O=C(NCc1nc2ccccc2[nH]1)c1ccc(S(=O)(=O)N2CCCC2)cc1	0%	?	-12%	-2%	0%	13%
COc1cc(/C=C/C(=O)O)cc(S(=O)(=O)Nc2ccc3c(c2)OCO3)c1OC	-21%	28%	-15%	7%	1%	?
COc1cccc(C(=O)c2sc(NC(C)C)nc2N)c1	-2%	?	?	1%	-19%	?
Cc1ccc(-c2nc(-c3ccncc3)no2)c(Cl)c1	-2%	93%[activator]	-29%	-4%	0%	-14%
COc1ccc(CN2CCNC(=O)C2CC(=O)N2CCc3ccccc3C2)c(OC)c1 (stereo unspecified)	0%	-7%	-10%	10%	-35%	4%
COc1cc(CNC2CCCCCC2)cc(OC)c1OC	-6%	?	6%	-2%	8%	3%
(next part)
SMILES	Tb PYK inh	Pf growth 48h	Pf growth 96h	LmPK inh	Sm TGR inh	HCV inhibitor
COc1ccccc1CN1CCNC(=O)C1CC(=O)N(C)Cc1ccon1 (stereo unspecified)	-1%	33%[activator]	5%	-5%	?	21%
NC(=O)C1(N2CCCCC2)CCN(C(=O)NC2CCCCC2)CC1	4%	0%	15µM*	-2%	3%	-10%
O=C(NNC(=S)NC1CC2C=CC1C2)c1cccnc1 (stereo unspecified)	-5%	0%	2%	3%	0%	14%
CCNC(=O)CC1SC(=Nc2ccc(Cl)cc2)N(CC)C1=O (stereo unspecified)	3%	3%	?	-2%	4%	-1%
O=C(OCc1nnc(-c2ccccc2)o1)c1ccc(CO)cc1	-1%	-14%	9%	2%	1%	4%
O=C(N/N=C/c1ccccc1)c1ccco1	-1%	76%[activator]	40%[activator]	?	4%	-2%
O=C(CSc1nc(N2CCOCC2)nc(N2CCOCC2)n1)Nc1ccc([N+](=O)[O-])cc1	3%	?	-13%	-8%	-12%	?
O=C(NC1CCCCC1)C1CC(O)CN1C(=O)OCc1ccccc1 (stereo unspecified)	-13%	14%	-13%	1%	-1%	23%
O=C(NCc1ccco1)C1CCCN(S(=O)(=O)c2cccc3nsnc23)C1 (stereo unspecified)	-7%	-10%	0%	3%	-6%	?
O=C1C2Sc3[nH]c(=O)sc3C(c3ccccc3)C2C(=O)N1c1ccccc1 (stereo unspecified)	3%	?	-18%	-2%	-15%	-8%
C/C(=N\NS(=O)(=O)c1ccc(C)cc1)c1cc2ccccc2oc1=O	-9%	19%	0%	2%	-2%	-15%
Cn1c(=S)oc2ccccc21	-5%	-5%	10%	3%	6%	11%
C#CCN(C(=O)c1ccc(OC2CCN(C(=O)CCOC)CC2)cc1)C1CCCCC1	3%	-14%	-5%	-4%	4%	-3%

By substructure: the entries above containing an aryl methoxy group
SMILES	Tb PYK inh	Pf growth 48h	Pf growth 96h	LmPK inh	Sm TGR inh	HCV inhibitor
COc1ccc(C(CNC(=O)c2cc(=O)[nH]c3ccccc23)N2CCCC2)cc1 (stereo unspecified)	-12%	7%	9%	-1%	-2%	13%
COc1ccc(C(=O)N/C(=C\c2cn(C)c3ccccc23)C(=O)NCCCn2ccnc2)cc1OC	-2%	?	?	1%	-23%	4%
COc1ccc(CC/C(C)=N\NC(N)=O)cc1	-2%	1%	7%	0%	5%	18%
COc1ccccc1NC(=O)N1CCN(c2ccccc2F)CC1	4%	2%	15%	0%	16%	10%
COc1cc2c(cc1OC)C1=C(C#N)CC/C(=N\S(=O)(=O)c3cccc(Cl)c3)N1CC2	0%	32%[activator]	?	0%	1%	-6%
COc1ccccc1OCCC(=O)OCC(=O)Nc1ccc(Br)cc1F	2%	14%	25%	3%	-16%	6%
COc1cc(/C=C/C(=O)O)cc(S(=O)(=O)Nc2ccc3c(c2)OCO3)c1OC	-21%	28%	-15%	7%	1%	?
COc1cccc(C(=O)c2sc(NC(C)C)nc2N)c1	-2%	?	?	1%	-19%	?
COc1ccc(CN2CCNC(=O)C2CC(=O)N2CCc3ccccc3C2)c(OC)c1 (stereo unspecified)	0%	-7%	-10%	10%	-35%	4%
COc1cc(CNC2CCCCCC2)cc(OC)c1OC	-6%	?	6%	-2%	8%	3%
COc1ccccc1CN1CCNC(=O)C1CC(=O)N(C)Cc1ccon1 (stereo unspecified)	-1%	33%[activator]	5%	-5%	?	21%

Assay outcomes: PubChem, National Center for Advancing Translational Sciences (NCATS)
